DUSP3 inh = inhibitors of human VHR1 phosphatase (DUSP3). P51452. recombinant VHR phosphatase, pNPP absorbance. inhibition, % at 13.3 µM. hit rate 0.52% among 290,000. AID 1654; in the data active = inhibition above about 50%; also: some compounds called inactive have numbers as strong as hits
Target sequence (P51452 whole entry, looked up): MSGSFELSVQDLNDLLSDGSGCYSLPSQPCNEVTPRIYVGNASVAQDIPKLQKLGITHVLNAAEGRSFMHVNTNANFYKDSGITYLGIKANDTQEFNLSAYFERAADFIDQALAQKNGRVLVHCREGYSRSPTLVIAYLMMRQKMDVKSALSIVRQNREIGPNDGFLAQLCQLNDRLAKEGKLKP
CCHF vOTU inh = CCHFV vOTU protease inhibition; Pep-AMC fluorescence; inhibition, % at 11.5 µM; hit rate 0.55% among 370,000; also: 0% = vehicle wells with enzyme and 100% = no enzyme wells
MazEF act = increases E. coli MazEF RNase cleavage of RNA | FAM/BHQ RNA-DNA oligo cleavage fluorescence, 5 h | hit rate 0.32% among 350,000 | P0AE70 | activation, % at 20 µM; in the data active = activation above about 50%
Target sequence (P0AE70 whole entry, looked up): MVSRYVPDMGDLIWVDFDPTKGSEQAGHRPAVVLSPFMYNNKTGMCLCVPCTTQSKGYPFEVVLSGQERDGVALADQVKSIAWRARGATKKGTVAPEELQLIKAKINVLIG
FadD28 FP inh = M. tuberculosis FadD28 bisubstrate binding inhibition; FadD28 bisubstrate probe binding, fluorescence polarization; inhibition, % at 12.5 µM; hit rate 0.22% among 360,000; in the data active = inhibition above about 8.5%, passing the limit was not always enough; inconclusive = no clear call, values can overlap the other calls
GDH-TPI counter = GDH-TPI coupled enzyme inhibition counter-screen | inhibition, % at 4.8 µM | hit rate 1.2% among 360,000 | GDH-TPI coupled enzyme counterscreen, NADH absorbance | AID 588335;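 also: 0% = DMSO wells and 100% = wells lacking the enzyme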
Mtb UGM inh = inhibitors of M. tuberculosis UDP-galactopyranose mutase; hit rate 0.06% among 320,000; inhibition, % at 10 µM; purified UGM, fluorescence polarization probe displacement; in the data active = inhibition above about 10%, passing the limit was not always enough; inconclusive = no clear call, values can overlap the other calls
Target sequence (P9WIQ1 whole entry, looked up): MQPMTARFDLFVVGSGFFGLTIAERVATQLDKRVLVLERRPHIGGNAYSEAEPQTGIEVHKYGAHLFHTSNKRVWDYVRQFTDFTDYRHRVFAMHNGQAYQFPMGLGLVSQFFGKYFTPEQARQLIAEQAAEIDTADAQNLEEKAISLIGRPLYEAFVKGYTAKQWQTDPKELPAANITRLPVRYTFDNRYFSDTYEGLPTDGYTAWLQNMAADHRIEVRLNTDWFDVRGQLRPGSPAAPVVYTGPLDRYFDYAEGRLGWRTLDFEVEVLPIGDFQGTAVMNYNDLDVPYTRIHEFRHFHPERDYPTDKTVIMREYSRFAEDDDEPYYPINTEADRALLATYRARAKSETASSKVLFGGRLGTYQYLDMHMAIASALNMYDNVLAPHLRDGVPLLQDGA
FBA Mtb inh = Mtb fructose-bisphosphate aldolase inhibition; inhibition, % at 1 µM; purified M. tuberculosis FBA, fluorescence read-out; hit rate 2.3% among 360,000; AID 588726; P9WQA3; in the data active = inhibition above about 27%;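 also: 0% = vehicle and 100% = reference inhibitor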
Target sequence (P9WQA3 whole entry, looked up): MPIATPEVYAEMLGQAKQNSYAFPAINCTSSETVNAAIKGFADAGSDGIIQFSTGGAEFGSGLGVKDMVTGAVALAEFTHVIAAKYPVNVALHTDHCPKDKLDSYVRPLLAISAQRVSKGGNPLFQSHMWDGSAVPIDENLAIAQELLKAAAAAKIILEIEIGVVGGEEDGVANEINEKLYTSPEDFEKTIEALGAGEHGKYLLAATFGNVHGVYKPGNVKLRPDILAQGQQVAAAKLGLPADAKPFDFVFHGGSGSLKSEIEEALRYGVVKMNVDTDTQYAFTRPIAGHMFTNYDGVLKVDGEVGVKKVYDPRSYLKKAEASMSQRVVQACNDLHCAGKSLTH
Rv3671c protease = inhibitors of M. tuberculosis serine protease Rv3671c; inhibition, % at 5.96 µM; hit rate 0.048% among 320,000; in the data active = inhibition above about 38%;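 also: extracellular domain of Rv3671c used as enzyme; 0% = enzyme with DMSO and 100% = no enzyme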
BoNT-F LC inh = blocks Botulinum neurotoxin F light chain protease; Multiplex microsphere protease cleavage assay, flow cytometry; inhibition, % at 10 µM; hit rate 0.22% among 360,000; AID 588497; in the data active = inhibition above about 35%, passing the limit was not always enough; inconclusive = no clear call, values can overlap the other calls; also: plate controls were buffer without enzyme for full effect and enzyme alone for no effect
Mtb BioA inh = BioA (M. tuberculosis) enzyme inhibition | hit rate 0.096% among 360,000 | purified M. tuberculosis BioA enzyme, plate reader | inhibition, % at 9.99 µM; in the data active = inhibition above about 40%; inconclusive = no clear call, values can overlap the other calls
Numbers without * were called inactive; u = inconclusive; x = no result given; & = joins results of further samples. Rule as the data show it, unless noted: active = inhibition above about 30%; inactive = the rest. Rows were taken by chance; about 4.9% have a hit in one of these screens.

SMILES	DUSP3 inh	CCHF vOTU inh	MazEF act	FadD28 FP inh	GDH-TPI counter	Mtb UGM inh	FBA Mtb inh	Rv3671c protease	BoNT-F LC inh	Mtb BioA inh
COC(=O)CSc1nnc(-c2cccnc2)n1C	14	16	-18	-2.1	11	-0.4	2	3	-10	x
Cc1cc(C)c(C#N)c(SCCN2CCCCC2)n1	38	-14	-1	-0.2	2	0.8	3	x	-2	3.6
COCCc1nnc(NC(=O)Cc2ccccc2)s1	14	6	6	0.6	9	1.5	2	-4	7	-3.7
CCSc1nnc(Cn2c(=O)sc3ccccc32)n1-c1ccc(OC)cc1	9	-3	1	-0.7	4	0.2	0	-2	-8	0.6
Cc1oc(-c2ccc3c(c2)OCCO3)cc1C(=O)NCC(=O)O	17	-1	6	-0.5	2	2.6	-4	-9	-2	-0.6
COc1ccc(C(=O)NCCOC(C)C)cc1OC1CCN(C(C)=O)CC1	2	2	-2	-1.3	10	1.0	1	-7	u	0.1
CCCCCCCCCCCCN1[C@@H](CC(C)=O)c2cc(F)cc(F)c2S1(=O)=O	x	6	-20	-3.9	-10	4.8	-2	-5	-4	0.0
COc1cccc(-c2nc(CS(=O)CC(=O)NCCc3ccccc3)c(C)o2)c1 (configuration not stated)	11	-12	-8	-1.4	3	0.1	3	2	4	-1.4
O=S(=O)(c1ccc(C(F)(F)F)cc1)N1CCN(CCOc2ccccc2)CC1	x	23	6	-0.6	1	x	7	x	-4	-0.5
Cc1c(C(=O)Nc2ccc(F)cc2)sc2ncn(CC(=O)N3CCCCC3)c(=O)c12	21	16	5	-0.7	7	1.2	-3	-12	5	2.0
O=C(CNC(=O)c1ccco1)OCc1ccc(C(=O)c2ccccc2)cc1	39	1	7	-3.6	-10	0.6	2	-8	-3	x
CC1(C)CC(CC(=O)Nc2ccc([N+](=O)[O-])cc2)C(=O)O1 (configuration not stated)	10	5	-4	-2.5	20	1.3	1	-2	2	7.8
CCOC(=O)c1ccc(N2C(=O)C(O)=C(C(C)=O)C2c2ccc(O)c(OC)c2)cc1 (configuration not stated)	-5	8	8	-1.5	29	0.4	-2	-1	9	1.6
O=C(CCCn1c(=O)oc2ccccc21)N1CCc2ccccc2C1	15	35*	4	-3.4	0	-0.8	2	2	2	4.7
Cc1cc(C)nc(/N=C2\NC(=O)CC(C(=O)O)N2CCc2c[nH]c3ccccc23)n1 (configuration not stated)	9	7	-4	-0.8	16	0.8	0	-2	-12	11
Cc1cccc(C)c1NC(=O)CN(c1ccccn1)S(=O)(=O)c1ccc(F)cc1	16	-6	-5	-2.6	2	2.4	18	5	-1	x
CC(=O)c1cccc(N(C(=O)c2ccco2)C(C(=O)NC2CCCC2)c2ccc(N3CCOCC3)cc2)c1 (configuration not stated)	-4	-16	9	-2.5	-2	-1.6	-1	5	-3	x
COc1cccc(C(=O)c2cn(CC(=O)NCc3ccco3)c3nc(C)ccc3c2=O)c1	35	15	0	-3.4	7	0.0	0	-7	4	-0.2
CCN(CC)CCNC(=O)c1ccc(NC(=O)c2ccc(-n3cncn3)c([N+](=O)[O-])c2)cc1	x	4	-3	0.0	8	x	2	x	-19	x
Cc1cc(Br)c2[nH]cc(CCNC(=O)c3ccco3)c2c1	34	10	1	-7.5	-3	1.1	1	4	-2	1.5
COc1ccc(C2(c3ccc(OC)cc3)NC(=O)N(CC(=O)Nc3ccc(C(=O)N(C)C)cc3)C2=O)cc1	14	2	3	-0.5	3	-0.5	4	-1	-2	1.6
O=C(OCCN1C(=O)c2cccc3c(N4CCOCC4)ccc(c23)C1=O)c1cccc(Cl)c1	13	x	-904	x	x	25*	x	-23	x	x
COc1ccc(F)cc1C(=O)C1CCCN(Cc2c(C)n(C)n(-c3ccccc3)c2=O)C1 (configuration not stated)	12	-7	18	-2.1	0	-1.0	5	0	-10	1.6
CN1C/C(=C/c2cccs2)C(=O)/C(=C\c2cccs2)C1	-5	2	10	-2.4	14	1.3	-6	-16	-5	1.0
Cc1ccc(S(=O)(=O)C2(C(=O)N3CCCC(C)C3)CC2)cc1 (configuration not stated)	27	x	5	0.4	13	-1.5	-1	-1	6	-1.0
COC(=O)c1ccc(NC(=O)CCn2cccc2)cc1	27	-4	3	-3.8	-6	-1.5	-2	2	8	0.0
Cc1ncc(C[n+]2csc(CCO)c2C)c(N)n1	17	4&3	11&2	-2.4&-2.7	6&-12	2.2&-3.4	-1&-2	3&4	-12&-4	-0.4&-1.0
COc1cccc(-c2cc(C(=O)N3CCN(c4ccc(F)cc4)CC3)no2)c1	45	15	1	x	6	-1.7	0	-2	15	0.0
COc1ccccc1Cn1c(C)nnc1-c1cnn(C)c1N	17	4	5	-0.8	7	0.6	-2	2	-3	x
COc1ccc(OCc2cc(C(=O)N3CCSCC3)no2)c(Cl)c1	29	-12	-3	-2.5	-7	-1.9	1	-9	-9	-3.1
O=C(N/N=C/c1cccc(O)c1)c1ccc(NC(=O)c2cccc([N+](=O)[O-])c2)cc1	6	14	15	-6.1	16	4.2	2	-63	0	x
CC(C)[C@@H]1COC(c2cccc(C3=N[C@H](C(C)C)CO3)n2)=N1	13	-5	4	-2.1	0	3.0	-2	-6	-4	0.3
CCOc1ccc(N(C(=O)c2snc(C(N)=O)c2N)C(CC)C(=O)NC2CCCC2)cc1 (configuration not stated)	25	-8	-5	-1.5	-2	1.1	-2	3	12	-2.3
CCCN1CCN(C(=O)C(C)n2nc(C)c3sc4ccccc4c3c2=O)CC1 (configuration not stated)	2	12	-1	-1.8	16	-1.1	4	5	2	0.5
O=C(c1ccc(S(=O)(=O)N2CCCCCC2)cc1)N1CCN(Cc2ccccc2)CC1	x	-4	-1	-1.7	0	-3.6	0	-7	0	5.6
CC(NCC(=O)Nc1cc(S(=O)(=O)N2CCCCCC2)ccc1Cl)c1ccccc1 (configuration not stated)	19	8	-1	-3.7	-9	0.9	-2	-10	-8	2.1
COc1cccc(C(=O)COc2ccccc2-c2ccccc2)c1	-5	-11	0	-1.1	1	-0.2	-1	-13	-9	-1.1
COCCNc1nc(Nc2ccc(C)cc2C)c2sc(-c3ccccc3)cc2n1	x	13	x	-4.9	-2	x	1	x	2	-0.7
O=c1c2[nH]c3ccc(F)cc3c2ncn1Cc1ccncc1	-11	9	5	-1.9	23	0.1	12	-4	-4	-0.7
COc1ccc(/C=C2\SC(=O)N(CCCC(=O)Nc3ccc(C(=O)O)cc3)C2=O)cc1OC	1	-1	2	-2.7	16	-1.1	-1	8	0	-0.1
Cc1ccc(Oc2cc(NC(=O)CCCn3nc([N+](=O)[O-])c(Cl)c3C)cc([N+](=O)[O-])c2)cc1	0	-10	4	-4.7	-13	-0.2	0	0	-3	x
CC1(C)Cc2c(c(N3CCOCC3)nc3sc(C(N)=O)c(N)c23)CO1	9	-17	9	-1.2	32*	-2.1	19	4	-6	x
O=C(CN(C1CCCCC1)S(=O)(=O)c1ccc(F)cc1)NCC1CCCO1 (configuration not stated)	x	17	6	0.2	15	x	0	x	-18	0.6
CCOC(=O)C1CC(c2ccc(Cl)cc2)=NNC1=O (configuration not stated)	13	11	-8	-0.5	3	-1.8	4	0	2	x
CNC(=O)C1CC(=O)N(CCc2ccc(OC)c(OC)c2)C(=Nc2ccc(F)cc2)S1 (configuration not stated)	39	-1	2	-0.3	-1	0.8	-2	6	2	1.9
CCOc1ccc(CN2CCN(Cc3ccc4cc(F)ccc4n3)CC2CCO)cc1 (configuration not stated)	6	-18	-32	-0.7	-2	0.0	0	1	-1	3.0
COc1ccccc1CNC(=O)C1CCN(C(=O)NC2CCCCC2)CC1	13	6	6	0.3	-4	-1.6	-1	-1	-5	x
O=C(O)CCC(=O)NCCC1=c2ccccc2=N/C1=C\c1c(O)n(Cc2ccc(F)cc2)c(=S)[nH]c1=O	1	-1	-38	2.7	15	1.6	3	-8	1	-2.0
CCCC1(C(=O)O)NC(c2ccccc2O)C2C(=O)N(Cc3ccccc3)C(=O)C21 (configuration not stated)	-4	-2	-19	-1.4	-2	1.1	-3	8	-10	-0.6
O=C(NCc1nnnn1-c1ccc(F)cc1)C1CC(=O)N(c2ccc(F)cc2)C1 (configuration not stated)	x	17	-17	-1.8	0	0.6	-3	3	x	0.9
CC(=O)Oc1ccc(C(=O)Nc2cccc(-c3nnc(-c4ccco4)o3)c2)cc1	-3	-2	-4	-2.5	12	0.2	0	-14	-7	-0.7
O=C(Nc1ccccc1)c1cn(CCBr)cn1	x	7	6	-3.0	-3	3.4	-2	0	u	-4.4
CC(=O)OC[C@@H]1CN(Cc2cccc(C(F)(F)F)c2)C[C@H](n2cnc3c(N4CCOCC4)ncnc32)O1	x	14	x	-1.2	6	x	-1	x	-6	-0.2
CCCCOC(=O)n1ccc(C(=O)Nc2ccccc2OC)n1	17	-4	-1	-2.4	7	0.8	1	16	4	0.5
COc1ccccc1C(=O)NNC(=O)C(=O)NCc1ccccc1	44	-4	4	-2.4	1	0.4	0	3	-4	0.2
Cc1cccc(-n2c(O)c(C=Nc3c(C)n(C)n(-c4ccccc4)c3=O)c3ccccc3c2=O)n1	36	-5	-6&-2	-2.2&-2.2	12&10	-1.4	-2&0	5	7&-15	-0.8&1.8
COc1cc2c(cc1OC)C(c1ccccc1)NCC2 (configuration not stated)	2	10	11	-2.7	-7	-1.3	4	5	15	0.4
CC(C)OC(=O)c1nn2c(C(F)(F)F)cc(-c3ccco3)nc2c1Cl	-4	-3	20	-4.0	-5	2.7	1	-5	6	x
CCCCNC(=S)NCc1ccc2c(c1)cc(C)n2C	-11	11	15	-3.5	7	2.8	-3	8	-76	0.3
CC1(C)C(c2ccccc2)=[N+]([O-])C2(CCCCC2=O)N1O (configuration not stated)	-1	-2	-7	-1.9	-6	-0.1	6	9	u	-0.3
Further results.
SMILES	DUSP3 inh	CCHF vOTU inh	MazEF act	FadD28 FP inh	GDH-TPI counter	Mtb UGM inh	FBA Mtb inh	Rv3671c protease	BoNT-F LC inh	Mtb BioA inh
CC(=O)OCc1ccc(C2=CC(=O)CC(C)(C)C2=O)cc1	x	18	9	-0.8	22	x	1	x	-3	-0.1
CN(Cc1ccccc1)C1CCCN(C(=O)c2ccc(Cl)s2)C1 (configuration not stated)	-4	-2	0	-3.3	-9	-1.2	-1	4	-12	3.7
COc1cc(NC(=O)c2cccs2)c(OC)cc1NC(=O)CCC(=O)Nc1cccc2ncccc12	6	-2	8	-2.0	3	-1.1	-2	3	-3	x
COc1ccc(NC(=S)NCc2cccs2)cc1OC	28	1	4	-3.4	-6	-1.2	2	1	5	1.6
Cc1ccc(NC(=O)COC(=O)Cn2c(C)csc2=O)cc1	33	-4	6	-0.4	-7	-0.4	2	-8	6	-2.3
Cc1cc(NC(=O)CSc2nc(C3CCCCC3)nc3ccccc23)no1	10	2	6	-1.5	9	-2.2	1	-4	-4	-0.5
O=C(CCc1ccc(Oc2cc([N+](=O)[O-])cc([N+](=O)[O-])c2)cc1)NC1CCCC1	4	-2	1	-2.0	2	-0.2	0	2	-7	-2.2
COc1cc(/C=C\C(=O)Nc2cc(=O)n(C)c(=O)n2C)cc(OC)c1OC	-10	4	8	-2.3	25	-3.6	-3	3	-1	x

One compound at a time (already shown).
`Cc1ccc(NC(=O)COC(=O)Cn2c(C)csc2=O)cc1` reads DUSP3 inh: 33; CCHF vOTU inh: -4; MazEF act: 6; FadD28 FP inh: -0.4; GDH-TPI counter: -7; Mtb UGM inh: -0.4; FBA Mtb inh: 2; Rv3671c protease: -8; BoNT-F LC inh: 6; Mtb BioA inh: -2.3
`CC(=O)OCc1ccc(C2=CC(=O)CC(C)(C)C2=O)cc1` reads DUSP3 inh: x; CCHF vOTU inh: 18; MazEF act: 9; FadD28 FP inh: -0.8; GDH-TPI counter: 22; Mtb UGM inh: x; FBA Mtb inh: 1; Rv3671c protease: x; BoNT-F LC inh: -3; Mtb BioA inh: -0.1
`COc1cc(NC(=O)c2cccs2)c(OC)cc1NC(=O)CCC(=O)Nc1cccc2ncccc12` reads DUSP3 inh: 6; CCHF vOTU inh: -2; MazEF act: 8; FadD28 FP inh: -2.0; GDH-TPI counter: 3; Mtb UGM inh: -1.1; FBA Mtb inh: -2; Rv3671c protease: 3; BoNT-F LC inh: -3; Mtb BioA inh: x

Screening results: PubChem, several laboratories
